Screening data: PubChem BioAssay, Southern Research Specialized Biocontainment Screening Center
inhibitors of VEEV – inhibitors of VEEV TC-83 cytopathic effect, confirmation, Vero cells (AID 588727) | Vero cells, VEEV TC-83 cytopathic effect inhibition; higher % means a stronger effect | one-dose inhibition, % at 20 µM; IC50 in µM for titrated hits | hit rate 0.13% among 350,000; in the data active = a potency from the dose series; inconclusive = inhibition mostly from about 14% at the one dose, without a potency; inactive = the rest, 99 in 100 with inhibition below about 12%; also: strong numbers were not always called active
PhoP GFP inhibition – Inhibition of PhoP regulon, Salmonella typhi GFP reporter cells, confirmation, 4 h (AID 1850). inhibition, % at 50 µM, or IC50 in µM where a hit was titrated. hit rate 0.33% among 310,000. Salmonella Typhi PhoP-promoter GFP reporter, fluorescence, 4 h; higher % means a stronger effect; in the data active = a potency from the dose series; inconclusive = inhibition mostly from about 25% at the one dose, without a potency; inactive = the rest, 99 in 100 with inhibition below about 19%;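 also: 0% = induced wells with vehicle and 100% = uninduced wells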
M. tuberculosis HTS – M. tuberculosis growth inhibition, HTS (AID 449762); M. tuberculosis H37Rv growth inhibition, 7H9 media; higher % means a stronger effect; inhibition, % at 25 µM; hits with a dose series show IC50 in µM; hit rate 0.59% among 330,000; in the data active = a potency from the dose series; inconclusive = inhibition above about 70% without an active follow-up result;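 also: bacterial growth assessed after seven days of incubation; strong numbers were not always called active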
influenza NS1A – NS1A inhibition, H1N1 influenza, cell based functional assay (AID 504329). NS1A functional cell-based assay, percent inhibition; higher % means a stronger effect. inhibition, % at 12.5 µM, or IC50 in µM where a hit was titrated. hit rate 0.3% among 340,000; in the data active = a potency from the dose series; inconclusive = inhibition above about 27% without an active follow-up result; also: strong numbers were not always called active
M. tuberculosis – growth inhibition of non-replicating M. tuberculosis (AID 488890). inhibition, % at 25 µM; hits with a dose series show IC50 in µM. hit rate 0.39% among 320,000. Mycobacterium tuberculosis non-replicating, growth inhibition; higher % means a stronger effect; in the data active = a potency from the dose series; inconclusive = inhibition mostly from about 82% at the one dose, without a potency; inactive = the rest, 99 in 100 with inhibition below about 76%;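 also: plate controls were DMSO cells for no effect and high antibiotic wells for full effect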
inhibitors of VEEV 10K pilot screen – further read-out of inhibitors of VEEV, marked with its call; inhibition, %; measured here: 10K pilot screen inhibition
* = called active by the depositor; i = inactive; ? = inconclusive; . = not tested or not shown.

SMILES | inhibitors of VEEV | PhoP GFP inhibition | M. tuberculosis HTS | influenza NS1A | M. tuberculosis | others
Cc1cc(C(=O)CSc2nn3c(=O)c(C(C)(C)C)nnc3s2)c(C)n1C1CC1 | 8.4% | 2.9% | 5.4% | 1.0% | 30.5%
O=C(NNC(=O)C1CCN(S(=O)(=O)c2c(Cl)cccc2Cl)CC1)c1ccccc1O | 3.5% | -1.6% | -17.3% | 1.7% | -10.1%
O=C1C2C(C(=O)N1CC1CCCO1)C1C=CC2C12CC2 (centres undefined) | i | -18.9% | -7.5% | -5.6% | -1.2%
CCCCCC(=O)N(CN1C(=O)CCC1=O)c1ccccc1 | i | 11.1% | -8.5% | -6.2% | 1.5% | inhibitors of VEEV 10K pilot screen=0.1
COc1cccc(C2(c3cccc(OC)c3)CC2C(=O)Nc2ccccc2Cl)c1 (centres undefined) | i | -1.6% | 7.3% | -9.4% | -8.3%
Cc1[nH]c2ccccc2c1CCNCc1ccco1 | 0.6% | -3.3% | -10.9% | 2.7% | 45.7%
Cc1ccc(S(=O)(=O)N2CCN3CCCC3C2)cc1 (centres undefined) | i | 6.0% | -10.4% | -4.0% | -3.2%
O=C(CSc1nnc(-c2ccc(C(F)(F)F)cn2)o1)Nc1ccccc1Cl | 2.5% | -2.1% | -12.0% | 10.8% | 11.7%
COc1ccc(S(=O)(=O)NCCS(=O)(=O)N2CCN(c3ccccc3)CC2)cc1 | i | -3.8% | -6.6% | -4.3% | 8.1%
CCOC(=O)Cc1c(C)nc2c(-c3ccccc3)c(C)nn2c1C | 3.1% | -8.4% | -0.9% | -1.9% | .
CCc1cccc(NC(=O)C2CCCN2C(=O)Nc2ccc(C)cc2)c1 (centres undefined) | 0.8% | -1.9% | -0.8% | 1.3% | 13.0%
COc1cc(C(F)(F)F)ccc1C(=O)NCCc1ccco1 | 0.3% | 7.4% | -3.5% | -2.3% | 11.2%
COc1ccc(NC(=O)C(C)Sc2ccccc2)cc1 (centres undefined) | 0.5% | -12.1% | 13.0% | -4.0% | 53.8%
Cc1ccccc1OCC(=O)NCC(=O)OCC(=O)c1ccc2ccccc2c1 | 1.0% | -5.7% | -0.2% | 1.8% | 16.0%
Cc1nc2c(c(=O)c3ccccc3n2C)c(=O)n1-c1ccc(F)cc1 | i | -1.0% | -3.2% | -3.2% | 2.2%
CSc1c(-c2ccccc2)nc2ccccc2c1C(=O)O | i | -7.7% | -1.0% | 11.0% | 0.0% | inhibitors of VEEV 10K pilot screen=2.5
O=C(NCc1cccc(Cl)c1)c1ccc(CS(=O)Cc2ccccc2Cl)o1 (centres undefined) | 2.5% | -2.5% | 4.5% | 3.0% | 23.0%
CCCCCOc1ccc(Br)cc1CSC(=N)N | 9.6% | . | . | 8.5% | .
COc1ccc([N+](=O)[O-])cc1NC(=O)N(C)Cc1ccco1 | 2.5% | 11.6% | 7.7% | -6.4% | -10.9%
CCN1C/C(=C/c2cccs2)c2nc3ccccc3c(C(=O)O)c2C1 | 3.9% | 15.9% | -8.7% | -6.0% | 0.6%
Cc1ccc(NC2=NCC(=O)N2Cc2cccs2)cc1C | 1.1% | -4.1% | -2.7% | 7.2% | 17.7%
COc1ccccc1NC(=O)c1oc2ccc(C)cc2c1C | 1.9% | 2.0% | 12.2% | 3.7% | 15.9%
O=C(CCCN1C(=O)[C@H]2CC=CC[C@H]2C1=O)NCc1nc(-c2ccc(Cl)cc2)no1 | 1.6% | 0.2% | 2.8% | 5.5% | 9.1%
Cc1cc(S(=O)(=O)NC2CCCCC2)ccc1OCC(=O)NCc1cccnc1 | i | 0.3% | -1.7% | -0.8% | 4.0%
CC1(C)Cc2nc3sc4c(=O)[nH]cnc4c3cc2CS1 | 3.3% | -7.1% | 1.6% | -7.0% | -1.1%

At a glance, some entries already given.
SMILES | inhibitors of VEEV | PhoP GFP inhibition | M. tuberculosis HTS | influenza NS1A | M. tuberculosis | others
Cc1ccc(NC2=NCC(=O)N2Cc2cccs2)cc1C | 1.1% | -4.1% | -2.7% | 7.2% | 17.7%
COc1ccccc1NC(=O)c1oc2ccc(C)cc2c1C | 1.9% | 2.0% | 12.2% | 3.7% | 15.9%
O=C(CCCN1C(=O)[C@H]2CC=CC[C@H]2C1=O)NCc1nc(-c2ccc(Cl)cc2)no1 | 1.6% | 0.2% | 2.8% | 5.5% | 9.1%
Cc1cc(S(=O)(=O)NC2CCCCC2)ccc1OCC(=O)NCc1cccnc1 | i | 0.3% | -1.7% | -0.8% | 4.0%
CC1(C)Cc2nc3sc4c(=O)[nH]cnc4c3cc2CS1 | 3.3% | -7.1% | 1.6% | -7.0% | -1.1%

(list continues)
SMILES | inhibitors of VEEV | PhoP GFP inhibition | M. tuberculosis HTS | influenza NS1A | M. tuberculosis | others
CN=c1scc(-c2ccco2)n1/N=C/c1ccc(O)c(O)c1 | 3.0% | . | . | 19.1% | .
O=C(Cc1cccc2ccccc12)NC(NC(=S)Nc1ccccc1Cl)C(Cl)(Cl)Cl (centres undefined) | 0.3% | -4.8% | -10.6% | -3.4% | -14.2% | inhibitors of VEEV 10K pilot screen=3.3
COc1ccc(N(CC(=O)N2CCCC(C)C2)S(=O)(=O)c2c(C)nn(C)c2C)cc1 (centres undefined) | 1.1% | -7.2% | 7.9% | 5.9% | 1.9%
CC(=O)Nc1ccc(S(=O)(=O)Nc2nc(C)nc3sc4c(c23)CCC4)cc1 | 47.7% | 7.4% | -3.7% | -1.8% | 28.3%
Cc1ccc(S(=O)(=O)NNC(=O)CCC(=O)Nc2ccccc2Cl)cc1 | 0.9% | -7.3% | -5.6% | -4.0% | -10.7%
N/C(=N\OC(=O)COc1cc(Cl)c(Cl)cc1Cl)c1ccncc1 | . | 2.7% | -14.0% | . | 4.9%
CCCN1CCC(NC(=O)Cc2ccc(C)cc2)CC1 | i | -2.0% | 2.1% | 17.6% | 16.5%
Cc1ccc(Cn2ncc3c(N4CCN(c5ccccc5C)CC4)ncnc32)cc1 | 6.7% | 2.7% | ? | -13.0% | 50.1%
O=C(CSc1ccc2nnc(-c3ccncc3)n2n1)Nc1ccc2c(c1)OCCO2 | 1.2% | 9.8% | 1.9% | 26.1% | .
O=C(CCN1CCCO1)N1CCCC(N2CCN(c3cccc(C(F)(F)F)c3)CC2)C1 (centres undefined) | 0.5% | -6.3% | -4.9% | 9.0% | -4.9%
COc1ccccc1N1CCN(CCCOc2ccc(F)cc2)CC1 | 0.7% | 3.6% | 2.5% | -4.6% | 0.8%
CCOC(=O)c1cc2sccc2n1CC(=O)c1ccc2c(c1)OCCO2 | i | -4.5% | 3.1% | 4.0% | 69.8%
S=C(NCC1CC1)N/N=C/c1ccccc1Cl | 0.3% | 10.6% | 2.1% | 2.3% | 52.2%
CC1(c2ccccc2)NC(=O)N(CC(=O)N2CCN(S(=O)(=O)c3ccccc3[N+](=O)[O-])CC2)C1=O (centres undefined) | 0.4% | -6.6% | -7.9% | -9.0% | 1.3%
NC(=O)CNC(=O)C1CCN(S(=O)(=O)c2ccc(-n3cnnn3)cc2)CC1 | 1.4% | -34.9% | 7.3% | 9.4% | -13.6%
C/C(=N\NC(=O)COc1ccccc1)c1cccs1 | 1.2% | -4.0% | 11.4% | -4.2% | ?
COC(=O)c1ccc(C2C(C(=O)c3ccco3)=C(O)C(=O)N2CC2CCCO2)cc1 (centres undefined) | 1.3% | 15.7% | -11.4% | 3.9% | -6.2%
CCCN(CC(=O)Nc1ccccc1C)C(=O)c1ccc2c(c1)OCO2 | 3.4% | . | -1.2% | -2.1% | 18.8%
O=C(CNC(=O)C12CC3CC(CC(C3)C1)C2)NCc1ccccc1 | 1.5% | 0.1% | 1.8% | 5.6% | -2.3%
CCOc1cc(C#N)c(NC(=O)CSc2nnnn2-c2ccc(OC)cc2)cc1OCC | 1.1% | -7.6% | -1.4% | -8.7% | 1.5%
COc1ccc(OP(=O)(Nc2ccccc2)Nc2ccccc2)cc1 | i | 9.2% | -7.2% | 9.9% | 10.4%
COc1ccccc1OCC(=O)Nc1cc(Cl)ccc1N1CCCCC1 | 3.3% | . | 3.0% | -1.9% | 34.6%
O=C(COc1ncnc2ccccc12)Nc1cccc([N+](=O)[O-])c1 | i | 3.8% | 2.3% | 3.0% | 0.9%
C=CCSC1=N/C(=C\c2ccc(C(=O)O)cc2)C(=O)S1 | i | -4.7% | -8.0% | -4.0% | 0.9%
CN(C)c1ccc(/C=N\NC(=O)c2cccc3cc[nH]c23)cc1 | 7.2% | -3.8% | -12.4% | -2.4% | 3.1%

Remaining list, next part:
SMILES | inhibitors of VEEV | PhoP GFP inhibition | M. tuberculosis HTS | influenza NS1A | M. tuberculosis | others
CCCCC(=O)OCC(=O)c1ccc(OCC)cc1 | 0.1% | -2.1% | 6.4% | 0.4% | 4.7%
CCC(=O)Nc1ccc(-c2cc3ccccc3oc2=O)cc1 | 0.7% | 0.2% | -7.6% | -1.7% | 12.8%
Cc1ccc(C)n1-c1ccc(C(=O)Nc2ccccc2F)cc1 | 5.7% | 9.7% | 9.0% | 8.9% | 22.9%
Cc1cccc(NC(=O)Cn2cnc3c(cnn3-c3ccc(F)cc3)c2=O)c1C | i | -7.6% | -2.6% | 7.0% | .
Cc1nn(C)cc1C1C2=C(CC(C)(C)CC2=O)N(c2ccccc2)C2=C1C(=O)CC(C)(C)C2 | 0.4% | -1.7% | -16.4% | -13.9% | 34.7%
COCCn1c(N2CCN(c3ccc(OC)cc3)CC2)nc2c1c(=O)n(C)c(=O)n2C | i | -9.0% | 0.8% | 5.0% | -9.4%
CS(=O)(=O)Nc1ccc(C(=O)NCC2CCCO2)cc1 (centres undefined) | 0.5% | -8.0% | 4.1% | -3.5% | -5.3%
CCc1c(SCCC(=O)O)nc2ccccc2c1C | 0.1% | 2.3% | 28.6% | -5.8% | 9.3%
CC(C)OC(=O)Cn1nc(C(F)(F)F)c2c1CCCC2 | 2.5% | 4.2% | 0.1% | -6.4% | -21.7%
c1ccc(CNc2c3c(nc4ccccc24)CCC3)cc1 | 0.3% | 11.6% | 10.3% | 3.4% | 64.6%
COc1ccc(N2CCN(c3nc(NC(C)(C)C)nc(N4CCCCC4)n3)CC2)cc1 | 4.8% | -8.0% | ? | 12.3% | 22.2%
Cc1cc(C)c(NC(=S)N(CCCN2CCN(C)CC2)Cc2cccs2)c(C)c1 | i | -0.5% | 2.2% | 7.9% | 18.2%
CSc1ncc(-c2ccc(Cl)cc2)[nH]1 | 0.6% | 9.5% | 14.9% | 6.6% | 8.0%
COc1ccc(C(=O)Nc2cc3c(cc2Cl)OCCCO3)cc1 | 6.3% | -1.3% | 6.0% | -5.4% | 13.0%
CCC(NC(=O)c1ccccc1NC(=O)c1ccc(C)cc1)C(=O)O (centres undefined) | 2.6% | 5.8% | -0.8% | -0.2% | -5.1%
CCOc1ccccc1N(CC(=O)O)S(=O)(=O)c1ccccc1 | i | -3.3% | -4.8% | 2.0% | -3.6%
CC(Cc1ccccc1)N(C)C(=O)CN1C(=O)c2ccccc2C1=O (centres undefined) | i | . | . | 1.1% | .
CN(C)c1ccc(CNC(=O)CN2C(=O)COc3ccc(S(=O)(=O)N4CCCC4)cc32)cc1 | 1.4% | 11.7% | 0.5% | 0.2% | 3.0%
Cn1c(CNC(=O)C(C)(C)C)nc2ccccc21 | 0.8% | -9.3% | -7.7% | 8.5% | 3.3%
COc1ccc([C@H]2CC(=O)C=C(c3ccc4ccn(C)c4c3)C2)cc1 | 2.5% | . | ? | 14.4% | 9.6%
Cc1ccc([N+](=O)[O-])cc1S(=O)(=O)N1CCN(C)CC1 | 0.3% | -1.1% | -3.3% | -0.9% | -5.5%
Cc1ccc(S(=O)(=O)Nc2ccc3c(c2)c2c(n3S(=O)(=O)c3ccc(C)cc3)CCCC2=O)cc1 | 2.7% | -6.6% | 2.4% | -7.8% | -14.8% | inhibitors of VEEV 10K pilot screen=1.3
COc1ccc(C(=O)O)cc1S(=O)(=O)N1CCSCC1 | 0.3% | -4.9% | -2.1% | -5.4% | -3.9%
COc1ccc(Nc2n[nH]c(C)c2[N+](=O)[O-])cc1 | 2.0% | -2.0% | 4.8% | -3.9% | 10.5%
CCOC(=O)N1C(=O)NC(=O)C1c1ccccc1 (centres undefined) | 0.6% | . | . | -7.7% | .
Cc1cc(N2CCN(c3ccccc3)CC2)n2cc(-c3ccccc3)nc2n1 | 0.2% | 2.9% | ? | -4.2% | 18.4%
Cc1cc(=O)[nH]c(-n2[nH]c3c(c2=O)CCCC3)n1 | 5.8% | 1.1% | ? | -1.9% | 8.9%
O=C1CCc2cc(S(=O)(=O)NC(Cc3ccccc3)C(=O)NCCC3=CCCCC3)ccc2N1 (centres undefined) | 5.2% | -3.6% | -6.4% | -6.8% | .
CS(=O)(=O)N(Cc1ccc(C(=O)NCCSc2ccccn2)cc1)c1ccccc1 | 6.6% | -1.6% | 2.6% | -4.5% | 22.1%
